# GCN5L2 inh: inhibitors of human GCN5L2 histone acetyltransferase. Q92830. GCN5L2 HAT assay, ThioGlo1 CoA-SH fluorescence. Potency, µM (doses to about 58.9 µM), inactives show at the highest dose activity change, negative = inhibition, most hits filed as inhibitors. 390,000 tested, 0.21% active. AID 504327
#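 Preincubate 20nM GCN5L2 with compound 15 min, RT → add 50uM ThioGlo1 + 75uM H3(1-25) + 70uM acetyl-CoA → read fluorescence 0 and 20 min. Primary qHTS; fluorescent artifacts likely.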
# FEN1 inhibitor: blocks human flap endonuclease 1; P39748; Recombinant FEN1 flap cleavage, fluorescence, 15 min; Potency, µM (highest dose often 114 µM), for the others: at the top dose activity change, negative = inhibition, usual class: inhibitors; 390,000 tested, 0.35% active; also: nearly all actives have a fitted effect of over 65% in size
# Target sequence (P39748 whole entry, looked up): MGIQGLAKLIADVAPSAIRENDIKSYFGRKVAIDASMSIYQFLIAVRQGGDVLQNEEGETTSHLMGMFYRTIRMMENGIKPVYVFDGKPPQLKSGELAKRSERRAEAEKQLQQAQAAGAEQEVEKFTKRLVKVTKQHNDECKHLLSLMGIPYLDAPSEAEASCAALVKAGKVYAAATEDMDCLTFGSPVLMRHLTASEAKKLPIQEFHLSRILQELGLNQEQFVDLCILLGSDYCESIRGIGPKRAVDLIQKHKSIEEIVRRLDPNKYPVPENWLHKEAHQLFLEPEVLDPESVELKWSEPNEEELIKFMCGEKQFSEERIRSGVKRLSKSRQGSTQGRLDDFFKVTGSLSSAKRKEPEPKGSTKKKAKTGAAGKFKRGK
#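 FEN1 at 10 nM, compound pretreatment for 15 min (room temperature), 50 nM final substrate to initiate; endpoint reads at 0 and 15 min; DMSO-only plates used as vehicle background.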
# DT40 TDP1 CPT: growth inhibition of DT40 Tdp1-/-;hTDP1 cells with camptothecin (screen for TDP1 inhibitors); 420,000 tested, 12% active; Potency, µM (titrated, usually from 46.2 µM), without a hit: at the highest dose activity change, negative = growth inhibition, actives largely listed as inhibitors; chicken DT40 Tdp1-/-;hTDP1 cells + 20 nM CPT, ATP luminescence, 48 h; also: nearly all actives have a fitted effect of over 55% in size
#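 Cell growth measured by CellTiter-Glo luminescence after a minimum 48 h, 37 C compound exposure with 20 nM CPT in Tdp1-knockout DT40 cells stably expressing hTDP1, seeded 400/well; qHTS titration format.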
# Numbers without * were called inactive; u = inconclusive; x = not tested or not shown; [ ] = another dose, or the depositor's remark. Calls follow the shape of the dose curve; as a rule, active = well fitted curve in the direction sought with a large enough effect; inconclusive = small, poorly fitted or top-dose-only effect, or another doubt; inactive = no such curve, though single readings can be large; an effect the other way counts as inactive or inconclusive. % is scaled to controls: 0 for no effect and ±100 for the full control effect; potency is read from the fitted curve at half-maximal effect. An excerpt. The share of hits here may be higher or lower than overall.
cpd	SMILES	FEN1 inhibitor	GCN5L2 inh	DT40 TDP1 CPT
1	CCc1ccc(N2C(=O)CS(=O)(=O)C23C(=O)N(Cc2ccccc2)c2ccccc23)cc1 (stereo unspecified)	-12%	2%	u
2	N#CCCn1cc(C=C(C#N)C#N)c(-c2ccc(-c3ccccc3)cc2)n1	-10%	-13%	u
3	O=C(O)CCN1C(=O)c2ccc(NC(=O)c3cccs3)cc2C1=O	-8%	-11%	-15%
4	CCC(C)NC(=O)CN1C(=O)c2cccnc2Oc2ccc(C)cc21 (stereo unspecified)	-17%	-1%	-11%
5	COc1ccc(N(C(C)C(=O)N/N=C/c2ccc(OCC(C)C)cc2)S(C)(=O)=O)cc1 (stereo unspecified)	u	-10%	-18%
6	CC1CCN(S(=O)(=O)c2ccc3c(c2)CCN3C(=O)Nc2cccc(Br)c2)CC1	2%	1%	-18%
7	CC(Nc1nc(-c2cccc(Br)c2)cs1)c1nc2cc(Cl)c(N3CCCCC3)cc2n1CCOCCO (stereo unspecified)	2%	u	u
8	Cc1cc2oc(=O)cc(CN3CCC(C)CC3)c2cc1C	-3%	-17%	-16%
9	CCCc1cc(=O)[nH]c(SCC(=O)c2c(N)n(CC(C)C)c(=O)n(C)c2=O)n1	27%	-4%	7.3µM*
10	CCCCOc1ccc(N2C(=O)CC(NCCc3ccc(S(N)(=O)=O)cc3)C2=O)cc1 (stereo unspecified)	-7%	-9%	-14%
11	O=C(NCC1CCCO1)c1ccc(CS(=O)(=O)c2ccc(Cl)cc2)o1 (stereo unspecified)	-11%	-5%	u
12	O=C(N=C1SC2CS(=O)(=O)CC2N1c1ccc(Br)cc1Cl)C1CC1 (stereo unspecified)	7%	12%	2%
13	CCCN(CCC)C(=O)c1oc2ccccc2c1NC(=O)Cc1cccc(OC)c1	-26%	-6%	u
14	CCCCCCCC(=O)NNC(=O)c1c(O)c2ccccc2[nH]c1=O	14%	-16%	u
15	COc1ccc(Cl)cc1-c1csc(N)n1	-3%	-10%	-11%

cpd	SMILES	FEN1 inhibitor	GCN5L2 inh	DT40 TDP1 CPT
16	CCN1C(=O)/C(=C/C=C2/Sc3ccccc3N2CCO)SC1=S	0%	-1%	u
17	O=C(CN1CCc2ccccc21)NC(c1ccccc1)c1ccccc1	-5%	-2%	-13%
18	COc1cccc(-n2cc(C(=O)NCc3ccc(C)cc3)c3ccccc3c2=O)c1	45%[activator]	-4%	15µM*
19	Cc1nn(-c2ccccc2Cl)c2sc(C(=O)Nc3nnc(C4CC4)s3)cc12	7%	0%	15%
20	CCOC(=O)C1=C(C)N(CCCC(=O)O)C(=O)NC1c1ccccc1OS(=O)(=O)c1ccccc1[N+](=O)[O-] (stereo unspecified)	-4%	x	-11%
21	CN1CCN(C2=NCCO2)CC1	2%	-7%	22%
22	Cc1ccc(S(=O)(=O)N2CCN(c3nc(-c4ccc(CN5CCNCC5)s4)nc4ccccc34)CC2)cc1	1%	x	u
23	CC1(C)CC(=O)C=C(c2cccc3c2Oc2ccccc2S3)C1	-15%	0%	3%
24	COCCOC(=O)c1c(C)oc2ccc(OS(C)(=O)=O)cc12	-2%	0%	1%
25	Cc1ccc(-c2csc(NC(=O)c3cccc(S(=O)(=O)N4CCN(C)CC4)c3)n2)cc1	-11%	-1%	u
26	O=C(c1csnn1)N1CCC2(CC1)CN(c1ccncc1)C2	x	-1%	-4%
27	COC(=O)Cc1ccc(NC(=S)NCCCO)cc1	-3%	3%	2%
28	O=C(c1cc(-c2ccc(Cl)cc2)nc2ccccc12)N1CCC1	6%	0%	18µM*
29	O=C(Nc1ccc2oc(-c3ccc(O)c(Br)c3)nc2c1)c1cc2ccccc2o1	-24%	-7%	-3%
30	Cc1c(/C=C(\C#N)c2nn(-c3ccccc3)c(N)c2C#N)c2ccccc2n1Cc1ccc(F)cc1	-5%	-3%	u

cpd	SMILES	FEN1 inhibitor	GCN5L2 inh	DT40 TDP1 CPT
31	O=C(CSc1oc(-c2ccccc2)nc1S(=O)(=O)c1ccccc1)NCC1CCCO1 (stereo unspecified)	-7%	-16%	u
32	CCc1c(C)c2nncn2[nH]c1=O	0%	0%	-12%
33	CCc1ncc(/C=C2\C(=O)Nc3ccccc32)[nH]1	-9%	-21%	-3%
34	CC(C)C[C@H](NC(=O)c1[nH]cnc1C(=O)N[C@H](C)c1ccccc1)C(=O)OC(C)(C)C	u	-9%	u
35	Cc1cccc(Cn2cc(S(=O)(=O)c3cccc(C)c3)c(=O)c3cc(F)c(N4CCOCC4)cc32)c1	-13%	-4%	u
36	Cc1ccc(S(=O)(=O)c2nc(-c3ccc(F)cc3)oc2SCC(N)=O)cc1	0%	-2%	0%
37	COc1cccc(Sc2nc(-c3ccccc3)ncc2S(C)(=O)=O)c1	-8%	19%	-6%
38	Cc1snc(SCC(=O)N/N=C(\N)COc2cccc(C(F)(F)F)c2)c1C#N	0%	-4%	-20%
39	COn1c(=O)c(-c2cccs2)[n+]([O-])c2ccccc21	12%	-8%	16µM*
40	COc1ccc(OC(=O)c2cc3ccccc3o2)cc1	u	-2%	-16%
41	COC(=O)c1ccc(S(=O)(=O)NCCc2ccccc2OC)n1C	1%	-5%	-17%
42	CCNC(=O)CC1SC(=Nc2ccc(C)cc2)NC1=O (stereo unspecified)	-3%	1%	7%
43	CCOc1ccc(CNC(=O)c2nn(-c3ccc(OC)cc3)c(=O)c3c2c2ccccc2n3C)cc1	-3%	-6%	0%
44	CC(C(=O)O)n1nc(-c2ccccc2)c2ccccc21 (stereo unspecified)	16%	0%	-1%
45	CCN(CC)C1Oc2cc3c(cc2C(c2cc(OC)c(O)c(OC)c2)C1C)OCO3 (stereo unspecified)	-3%	x	u

cpd	SMILES	FEN1 inhibitor	GCN5L2 inh	DT40 TDP1 CPT
46	COc1ccc(N2CCN(C(=O)C(Cc3ccccc3)NC(=O)c3ccccc3)CC2)cc1 (stereo unspecified)	1%	x	u
47	CN(Cc1ccc(Cl)c(Cl)c1)C(=O)c1cccc(S(=O)(=O)N2CCN(Cc3ccccc3)CC2)c1	6%	-8%	21µM*
48	Fc1ccc(C(CCCn2nnc(-c3cccnc3)n2)c2ccc(F)cc2)cc1	-12%	-14%	16µM*
49	CCOc1cc(C(=O)OCC(=O)c2c[nH]c3ccccc23)ccc1OCC(=O)N1CCOCC1	1%	1%	u
50	COc1ccc(NC(=S)N2CCN(S(C)(=O)=O)CC2)cc1OC	0%	1%	12%
51	COc1ccc(-c2[nH]ncc2/C=N\NS(=O)(=O)c2ccc(Cl)cc2)cc1	-3%	-4%	u
52	Cc1ccc(S(=O)(=O)N2CCCCC2)cc1C(=O)NCCc1ccccc1	0%	-29%	-7%
53	O=C(Cn1cccc1C(=O)c1ccccc1)NCCCN1CCc2ccccc2C1	-1%	-5%	-29%
54	CN(C)c1ncc2nc(-c3ccc(Cl)cc3)c(=O)n(C3CC3)c2n1	x	-21%	-1%
55	CC(C)c1ccccc1NC(=S)NC(=O)C1CCCCC1	2%	-5%	u
56	Cc1ccc(S(=O)(=O)c2cn(C)c3cc(N4CCCCC4)c(F)cc3c2=O)cc1	-7%	0%	u
57	NS(=O)(=O)c1cnccc1NCCc1ccccc1	2%	x	9%
58	CCCC1(c2ccccc2)NC(=O)N(CC(=O)Nc2ccc3c(c2)OCCO3)C1=O (stereo unspecified)	-23%	-5%	-10%
59	CCN(CC)CCCN(Cc1cc2cc3c(cc2[nH]c1=O)OCO3)C(=S)Nc1ccccc1	3%	2%	u
60	Cc1cccc(CCn2c(=O)c3ccccc3n(Cc3cccc(F)c3)c2=O)c1	-14%	-21%	18µM*

cpd	SMILES	FEN1 inhibitor	GCN5L2 inh	DT40 TDP1 CPT
61	O=C(NCCCCNC(=O)c1c(F)c(F)c(F)c(F)c1F)c1c(F)c(F)c(F)c(F)c1F	-7%	0%	2%
62	CC(=O)OC(C)(CCC(C)(OC(C)=O)C(C)=O)C(C)=O (stereo unspecified)	8%	-4%	7%
63	Nc1nc(N)c2[nH]c(-c3ccccc3)nc2n1	-20%	-1%	2%
64	COc1cccc(C2CC(C(F)(F)F)n3ncc(C(=O)NCC4CCCO4)c3N2)c1 (stereo unspecified)	3%	-1%	u
65	COc1ccc(C2(C(=O)NCc3ccco3)CCCC2)cc1OC	-5%	28%	u
66	S=c1[nH]nc(C2COc3ccccc3O2)o1 (stereo unspecified)	17%	-2%	-8%
67	Cc1ccc(CNC(=O)c2ccc(Cn3c(=O)c4ccccc4n(CC(=O)Nc4ccc(C)cc4C)c3=O)cc2)cc1	-4%	-7%	16µM*
68	Cc1noc(N)c1C(=O)Nc1ccc(F)cc1	6%	-3%	22%
69	CC(C)Nc1nc(NC(C)C)nc(NS(=O)(=O)c2ccc(N)cc2)n1	5%	2%	-22%
70	COc1ccc(Cl)cc1N1C(=O)/C(=C\c2sccc2C)N=C1SCC(=O)NC1CC1	10%	-11%	16µM*
71	O=C(Cc1cc(=O)[nH]c(=O)[nH]1)NCC1CCCO1 (stereo unspecified)	23%	-2%	3%
72	Cc1ccc(N2C(=O)C(CN3CCCCC3)C2c2ccccc2)cc1 (stereo unspecified)	3%	1%	u
73	C/C(=N\NC(=O)Cc1c(Cl)cccc1Cl)c1cccnc1	-3%	-6%	-16%
74	COc1ccc(CCNS(=O)(=O)c2c(C)nc3sccn3c2=O)cc1OC	-5%	0%	14%
75	CC1=NN(C(C#N)c2cccc([N+](=O)[O-])c2)C(C)(C)C1 (stereo unspecified)	0%	-2%	-10%

cpd	SMILES	FEN1 inhibitor	GCN5L2 inh	DT40 TDP1 CPT
76	COc1ccc([N+](=O)[O-])cc1NC(c1nnc(-c2ccccc2)o1)c1ccccc1F (stereo unspecified)	8%	-17%	15%
77	Cc1ccc(C)c(N(C(=O)CNC(=O)c2ccco2)C(C(=O)NCC2CCCO2)c2ccccc2)c1 (stereo unspecified)	-1%	1%	u
78	O=c1c2c(ncn2C2CCCC2)n(Cc2ccccc2)c(=O)n1CCOc1ccc(Br)cc1	10%	1%	u
79	COc1ccccc1C1C2C(=O)N(c3ccccc3)C(=O)C2ON1c1ccccc1 (stereo unspecified)	0%	-14%	-5%
80	CCC(Oc1ccc(Cl)cc1)C(=O)N1CC(=O)Nc2ccccc21 (stereo unspecified)	-7%	-2%	u
81	CCN(CC)S(=O)(=O)c1ccc(NC(=O)c2ccc3c(=O)n4c(nc3c2)CCCCC4)cc1	4%	-3%	23µM*
82	Cc1nc(SC2C=CS(=O)(=O)C2)n[nH]1 (stereo unspecified)	-13%	-4%	u
83	O=C(CN(Cc1ccco1)C(=O)c1cccc(F)c1)Nc1ccccc1C(F)(F)F	-7%	-1%	-17%
84	CC(Sc1nc(-c2ccccc2)cc(C(F)(F)F)n1)C(=O)N1CCCCC1 (stereo unspecified)	-15%	-7%	u
85	COc1cccc(-c2nc(-c3ccc(NC(=O)Cc4ccccc4OC)cc3)no2)c1	3%	-8%	u
86	COc1cccc(-c2nnc(SCc3ccccn3)n2C)c1	0%	-5%	2%
87	N#C/C(=C(/O)COC(=O)CCC1CCCCC1)c1nc2ccccc2[nH]1	-1%	-2%	5.2µM*

# Values by screen from the list:
# Compounds 66–73 in FEN1 inhibitor, in turn: 17%, -4%, 6%, 5%, 10%, 23%, 3%, -3%

# Entries shown so far with a Cl atom:
cpd	SMILES	FEN1 inhibitor	GCN5L2 inh	DT40 TDP1 CPT
7	CC(Nc1nc(-c2cccc(Br)c2)cs1)c1nc2cc(Cl)c(N3CCCCC3)cc2n1CCOCCO (stereo unspecified)	2%	u	u
11	O=C(NCC1CCCO1)c1ccc(CS(=O)(=O)c2ccc(Cl)cc2)o1 (stereo unspecified)	-11%	-5%	u
12	O=C(N=C1SC2CS(=O)(=O)CC2N1c1ccc(Br)cc1Cl)C1CC1 (stereo unspecified)	7%	12%	2%
15	COc1ccc(Cl)cc1-c1csc(N)n1	-3%	-10%	-11%
19	Cc1nn(-c2ccccc2Cl)c2sc(C(=O)Nc3nnc(C4CC4)s3)cc12	7%	0%	15%
28	O=C(c1cc(-c2ccc(Cl)cc2)nc2ccccc12)N1CCC1	6%	0%	18µM*
47	CN(Cc1ccc(Cl)c(Cl)c1)C(=O)c1cccc(S(=O)(=O)N2CCN(Cc3ccccc3)CC2)c1	6%	-8%	21µM*
51	COc1ccc(-c2[nH]ncc2/C=N\NS(=O)(=O)c2ccc(Cl)cc2)cc1	-3%	-4%	u
54	CN(C)c1ncc2nc(-c3ccc(Cl)cc3)c(=O)n(C3CC3)c2n1	x	-21%	-1%
70	COc1ccc(Cl)cc1N1C(=O)/C(=C\c2sccc2C)N=C1SCC(=O)NC1CC1	10%	-11%	16µM*
73	C/C(=N\NC(=O)Cc1c(Cl)cccc1Cl)c1cccnc1	-3%	-6%	-16%
80	CCC(Oc1ccc(Cl)cc1)C(=O)N1CC(=O)Nc2ccccc21 (stereo unspecified)	-7%	-2%	u

# Screening results from PubChem BioAssay.
